rCAG binder: molecules binding r(CAG) RNA repeats | r(CAG) RNA repeat, TO-PRO-1 dye displacement fluorescence | inhibition, % at 3 µM | 1.3% of 370,000 active;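 active means inhibition above the plate cutoff, the mean of all test compounds on that plate plus 3 SD, cut at about 35% in these data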;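 further: 0% = DMSO alone and 100% = 100 µM mitoxantrone as full dye displacement; higher means more dye released from RNA so lower well fluorescence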
HTRA1 inh: inhibitors of human serine peptidase HTRA1 | recombinant HTRA1, FP-rhodamine activity-based probe, fluorescence polarization | inhibition, % at 5.96 µM | 0.5% of 340,000 active; in the data active means inhibition above about 36%;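 further: 0% = enzyme with DMSO and 100% = wells lacking enzyme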
Rev-erbA mod: Rev-erb alpha (human) modulation; Rev-erbα–FITC-DNA binding, fluorescence polarization, 90 min; AID 1259318; 0.79% of 370,000 active; activity, % at 10 µM; P20393;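 active means activity above about 14%, limit read from the data; passing the limit was not always enough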;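 further: 0% = DMSO wells with 35 nM protein and 100% = DMSO wells with 750 nM protein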
Target sequence (P20393 whole entry, looked up): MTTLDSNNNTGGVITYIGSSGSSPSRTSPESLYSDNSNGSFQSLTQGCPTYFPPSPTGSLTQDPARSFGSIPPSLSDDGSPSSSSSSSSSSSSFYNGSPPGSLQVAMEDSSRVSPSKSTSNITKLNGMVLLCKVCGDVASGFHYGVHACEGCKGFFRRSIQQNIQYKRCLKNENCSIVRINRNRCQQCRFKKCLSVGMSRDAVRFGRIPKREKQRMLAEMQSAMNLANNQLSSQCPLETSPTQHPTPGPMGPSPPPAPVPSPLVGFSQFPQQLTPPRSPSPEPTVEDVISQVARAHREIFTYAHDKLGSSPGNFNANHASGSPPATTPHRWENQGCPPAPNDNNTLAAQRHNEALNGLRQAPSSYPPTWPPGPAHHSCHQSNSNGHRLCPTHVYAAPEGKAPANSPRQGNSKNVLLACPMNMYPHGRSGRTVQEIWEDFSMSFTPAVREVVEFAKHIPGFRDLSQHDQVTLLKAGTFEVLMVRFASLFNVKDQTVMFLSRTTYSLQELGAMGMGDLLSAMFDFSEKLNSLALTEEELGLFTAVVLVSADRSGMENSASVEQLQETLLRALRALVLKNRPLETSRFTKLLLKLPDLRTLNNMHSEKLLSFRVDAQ
mABHD4 FP: inhibitors of mouse ABHD4; inhibition, % at 8.92 µM; purified mABHD4, FP-Rh probe fluorescence polarization; 0.54% of 370,000 active; Q8VD66;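 active means inhibition exceeding the mean over every tested compound plus 3 SD, cut at about 30% in these data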;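 further: 0% = plate median of compound wells and 100% = S159A mutant with DMSO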
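Assay system: mABHD4 protein; medium: HEPES pH 7.0, NaCl, Pluronic buffer; dosing: 8.92 µM, single dose; schedule: 45 min + 60 min at 25 °C; signal: FP readout, ex 525 nm / em 598 nm; read-out: normalized percent inhibition of probe labeling; repeats: single replicate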
LEDGF integ inh: blocks HIV-1 LEDGF/p75-dependent DNA integration. TR-FRET IN-LEDGF/p75 DNA integration, Eu/Cy5. inhibition, % at 3.7 µM. 0.64% of 370,000 active. AID 743269;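 active means inhibition above the screen-wide mean plus 3 SD, cut at about 13% in these data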;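 further: signal is the Cy5 over europium emission ratio at 671 and 618 nm; 0% = plate median of compound wells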
PG9 binder: small molecules binding HIV-1 gp120 antibody PG9; TR-FRET gp120-PG9 antibody binding; 0.43% of 360,000 active; AID 624416; inhibition, % at 6.7 µM; in the data active means inhibition above about 8.5%
UHRF1 MBD2 ctr: blocks human UHRF1 binding to methylated DNA. Q96T88. inhibition, % at 4.4 µM. UHRF1 binding to methylated oligo, TR-FRET. 0.75% of 370,000 active; in the data active means inhibition above about 21%;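 further: UHRF1 SRA domain binding a hemimethylated CpG hairpin DNA probe; 0% = median of test compound wells and 100% = reference inhibitor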
MBD2 DNA inh: inhibitors of human MBD2 binding to methylated oligonucleotide. TR-FRET. inhibition, % at 4.4 µM. 0.31% of 370,000 active; in the data active means inhibition above about 13%
Target sequence (Q9UBB5 whole entry, looked up): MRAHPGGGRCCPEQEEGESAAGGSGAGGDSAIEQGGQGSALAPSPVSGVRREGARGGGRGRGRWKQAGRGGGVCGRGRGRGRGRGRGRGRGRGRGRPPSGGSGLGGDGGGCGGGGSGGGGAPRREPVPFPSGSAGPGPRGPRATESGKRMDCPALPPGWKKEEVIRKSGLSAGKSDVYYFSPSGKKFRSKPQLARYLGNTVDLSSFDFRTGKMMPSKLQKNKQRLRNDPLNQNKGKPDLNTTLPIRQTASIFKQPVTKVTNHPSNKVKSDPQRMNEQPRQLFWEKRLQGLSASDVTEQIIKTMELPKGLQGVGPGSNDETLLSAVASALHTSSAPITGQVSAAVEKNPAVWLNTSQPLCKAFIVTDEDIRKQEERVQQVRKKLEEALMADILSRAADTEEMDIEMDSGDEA
TCR-CD3 inh: inhibitors of human TCR-CD3 interaction; TAMRA-labeled TCR probe fluorescence, biochemical; inhibition, % at 9.4 µM; 0.37% of 360,000 active; AID 651800; in the data active means inhibition above about 19%;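 further: recombinant mutant TCR 2C K166C tagged with TAMRA read by polarization; 0% = receptor in buffer alone and 100% = receptor with positive control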
PRMT1 inh: inhibitors of human PRMT1; 1.3% of 370,000 active; inhibition, % at 2.79 µM; AID 652257; Q99873; recombinant PRMT1, activity-based probe fluorescence polarization;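 active means inhibition above about 21% made by adding two undisclosed values, limit read from the data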
Active calls of the source: *; . = no result given. The list is partial; the hit share may differ from the screen's.

SMILES | rCAG binder | HTRA1 inh | Rev-erbA mod | mABHD4 FP | LEDGF integ inh | PG9 binder | UHRF1 MBD2 ctr | MBD2 DNA inh | TCR-CD3 inh | PRMT1 inh
O=C(C[C@H]1C[C@H](C(=O)N2CCOCC2)[C@@]2(CCC3CCCC3)c3[nH]c4cc(-c5ccco5)ccc4c3CCN2C1=O)NCC12CC3CC(CC(C3)C1)C2 | 13.4 | -7.6 | -2.1 | 6.3 | -0.3 | -2.1 | 6.0 | 4.3 | 0.1 | 9.1
Cc1cc(OCCCC(=O)Nc2nnc(C3CC3)s2)ccc1Cl | -0.3 | 2.2 | 2.9 | -0.7 | -0.3 | 0.6 | 1.7 | -3.4 | 6.6 | -1.4
Cc1nn2c(-c3ccc(Cl)cc3)ccnc2c1-c1ccccc1 | 1.5 | 4.0 | -8.2 | -1.2 | -0.4 | -0.7 | -1.4 | -5.2 | 6.0 | -1.7
COc1cc(Br)cc(CN2CCN(C/C=C/c3ccccc3)CC2)c1O | -8.3 | -2.1 | 7.0 | 2.5 | -8.2 | -0.3 | -2.4 | 0.0 | 6.6 | 2.8
COc1ccc(S(=O)(=O)N2CCC(N3CCN(c4ccccc4OC)CC3)CC2)cc1 | -7.8 | 3.4 | 0.1 | 7.7 | -5.5 | -1.1 | -0.7 | 1.7 | -0.7 | 2.9
Cc1ccn2c(=O)nc(SCC(=O)NCCc3ccccc3)nc2c1 | 4.4 | 1.7 | -0.1 | 0.7 | 2.5 | -2.5 | -2.9 | 1.1 | -2.1 | 0.1
O=C(CSc1nnc(-c2ccccc2F)o1)NC(=O)Cc1ccccc1 | 4.7 | 1.3 | 1.5 | -5.6 | -1.2 | 2.1 | 2.9 | 6.3 | -3.0 | 4.5
O=C(C1CCCN(S(=O)(=O)c2cccnc2)C1)N1CCN(c2ccccn2)CC1 (stereo unspecified) | -2.0 | 5.0 | -5.7 | 0.4 | 2.4 | -0.6 | -1.9 | -8.2 | 0.9 | -1.8
Cc1ccccc1C1NC(c2ccccc2C)C(C)C(=O)C1C (stereo unspecified) | 3.3 | -2.9 | 0.8 | 12.4 | -5.6 | -1.8 | 2.1 | 2.7 | -0.4 | -2.1
CC(C)[C@H](NS(=O)(=O)c1ccc2c(c1)OCCO2)C(=O)OCC(=O)Nc1ccccc1 | 2.0 | -4.0 | -1.6 | -10.1 | 8.6 | 1.2 | 28.3* | 18.9* | -2.5 | 3.3

Reprinted at random: 2 compounds from above
SMILES | rCAG binder | HTRA1 inh | Rev-erbA mod | mABHD4 FP | LEDGF integ inh | PG9 binder | UHRF1 MBD2 ctr | MBD2 DNA inh | TCR-CD3 inh | PRMT1 inh
Cc1nn2c(-c3ccc(Cl)cc3)ccnc2c1-c1ccccc1 | 1.5 | 4.0 | -8.2 | -1.2 | -0.4 | -0.7 | -1.4 | -5.2 | 6.0 | -1.7
Cc1ccn2c(=O)nc(SCC(=O)NCCc3ccccc3)nc2c1 | 4.4 | 1.7 | -0.1 | 0.7 | 2.5 | -2.5 | -2.9 | 1.1 | -2.1 | 0.1

Remaining list, next part.
SMILES | rCAG binder | HTRA1 inh | Rev-erbA mod | mABHD4 FP | LEDGF integ inh | PG9 binder | UHRF1 MBD2 ctr | MBD2 DNA inh | TCR-CD3 inh | PRMT1 inh
CNC(=O)NC1CCCCc2sccc21 (stereo unspecified) | 1.5 | 0.6 | -2.9 | -8.2 | -1.2 | -0.9 | 1.3 | -5.8 | -3.5 | 2.6
Cc1cc(C(=O)Nc2ccc(Cl)c(Cl)c2)n(-c2ccccc2)n1 | 1.1 | . | -2.0 | -15.8 | -5.1 | . | -1.2 | 2.3 | . | -0.7
COc1ccc(/C=C2/SC(=S)NC2=O)cc1OCc1ccccc1 | 30.2 | -7.2 | 1.3 | -7.1 | -3.5 | -3.4 | 0.2 | -4.5 | -3.5 | 3.6
Cc1cccc(NC(=O)CSc2nc3c(oc4ccccc43)c(=O)n2-c2ccccc2)c1 | 21.1 | -49.7 | 3.5 | -16.0 | -0.2 | -0.3 | -0.4 | 1.6 | -3.8 | 1.1
C/C(N)=C(/C#N)C(=O)COC(=O)Cc1coc2cc(C)ccc12 | 1.2 | -5.7 | -1.5 | 4.2 | -1.8 | 0.1 | 10.4 | 3.8 | -1.0 | 2.9
Cc1ccc(C(=O)N/C(=C\c2ccc(-c3cccc([N+](=O)[O-])c3)o2)C(=O)NCCCN(C)C)cc1 | 13.2 | 1.8 | 4.7 | 7.8 | -3.1 | -7.0 | -2.2 | -5.3 | -6.0 | 0.4
COc1cc(Cn2c3ccc(NC(=O)NCc4ccc(F)cc4)cc3c(=O)n2C)ccc1F | 4.7 | . | 0.2 | 2.5 | -1.4 | -0.5 | -0.4 | 1.1 | 4.5 | -0.6
COc1cc(/C=N/NC(=O)CSc2nc3ccccc3n2C)cc(OC)c1OC | -2.5 | 4.5 | 4.0 | -4.7 | -4.9 | -1.5 | 0.4 | -1.8 | 3.0 | 2.3
Cc1ccc(SCCN)cc1C | 3.2 | -1.3 | -4.6 | -1.4 | 4.5 | -0.7 | -2.8 | 2.6 | 5.8 | -0.4
CN1CCN(C(=S)Nc2cc([N+](=O)[O-])ccc2Cl)CC1 | 2.2 | -3.6 | -8.2 | 8.8 | 2.2 | -0.5 | -5.2 | -5.5 | -0.1 | 9.0
COc1ccc(N2C(=O)CC(NC34CC5CC(CC(C5)C3)C4)C2=O)c(OC)c1 (stereo unspecified) | -3.6 | -2.2 | -1.4 | -4.6 | -2.1 | -1.9 | 1.8 | -2.8 | 6.4 | 89.1*
CCSc1nc2ccccc2n1S(=O)(=O)c1ccccc1 | 1.7 | 4.3 | -4.4 | 2.9 | 1.0 | -2.2 | 1.2 | -4.4 | 5.2 | 3.1
CCCCNS(=O)(=O)c1ccc2nc(SCC(=O)c3ccc(C#N)cc3)[nH]c2c1 | 12.3 | -10.5 | -2.0 | -10.2 | 1.7 | -1.0 | 1.2 | -1.4 | -1.6 | 8.1
CN1C(C(=O)Nc2ccc(OC(F)(F)F)cc2)=CC(c2ccco2)=NS1(=O)=O | 6.4 | -10.8 | -0.5 | -6.1 | 1.1 | -2.2 | -1.9 | -6.4 | 0.0 | -0.4
CC(C)(C)C1=CC(CC(N)=O)(C(C)(C)C)OC1=O (stereo unspecified) | 1.9 | . | -3.3 | -3.4 | -4.7 | -1.1 | 0.2 | -1.4 | -5.5 | -2.6
CC(C)CCNC(=O)CCCOc1ccccc1 | -0.2 | -1.6 | 0.6 | -5.6 | -0.5 | 0.6 | 7.7 | 8.4 | -3.7 | 3.6
CC(=O)[C@H]1[C@H](C#N)C[C@H]2[C@@H]3CC=C4C[C@@H](O)CC[C@]4(C)[C@H]3CC[C@@]21C | 0.8 | 2.5 | -3.4 | -6.4 | 2.1 | -1.0 | -1.8 | -5.4 | -4.0 | -2.1
COCCNC(=O)C(c1cccs1)N(C(=O)Cn1nnc2ccccc21)c1cccc(C)c1 (stereo unspecified) | -8.5 | 2.2 | 5.1 | 2.3 | -0.3 | -0.4 | 1.4 | 2.0 | 0.5 | 0.4
O=C(COC(=O)c1cccc(Br)c1)NCCc1ccc(F)cc1 | -6.1 | -9.3 | 3.5 | -1.2 | 0.8 | -0.8 | 2.1 | -0.5 | 4.0 | -1.4
Cn1cc(Br)c(C(=O)NC(=S)Nc2ccc(S(N)(=O)=O)cc2)n1 | 1.4 | -1.1 | 0.4 | -4.8 | -2.2 | -1.1 | -2.6 | 2.3 | -0.3 | 3.3
COc1cccc(C=C(C#N)C(=O)c2ccccc2)c1 | 5.4 | . | -0.8 | -24.1 | 3.4 | -1.1 | -2.3 | 1.1 | 0.9 | 0.8
COc1cc(NS(=O)(=O)c2cccc3nsnc23)cc(OC)c1 | 0.5 | 1.9 | -2.7 | -4.5 | 0.2 | 0.1 | 17.9 | 9.9 | -1.0 | -4.6
CC(=O)Nc1ccc(NC(=O)C2Cc3c(-c4cccc(C(C)=O)c4)ccnc3O2)cc1 (stereo unspecified) | -0.5 | . | -6.3 | -4.5 | 1.6 | -1.1 | 3.0 | 2.4 | -4.8 | -0.6
c1ccc(-c2cn3c(n2)-c2ccccc2C3)cc1 | -0.8 | 2.2 | 10.6 | -8.9 | 1.7 | -0.2 | -5.3 | 2.8 | 5.1 | 5.2
Cn1ncc2c(NCc3cccc(C(F)(F)F)c3)c(C(=O)O)cnc21 | 4.8 | . | 4.6 | 0.9 | -3.3 | -2.3 | -0.2 | -1.1 | 2.4 | 0.5
Cc1ccc(/C=C2/NC(=O)N(Cc3ccccc3F)C2=O)s1 | 4.5 | -9.6 | 1.3 | -0.2 | -4.6 | 0.6 | 0.5 | 0.9 | -5.9 | 0.3
Cc1nc2ccc(S(=O)(=O)NC(C(=O)NC3CCCC3)C(C)C)cc2s1 (stereo unspecified) | -1.1 | 2.7 | -2.5 | 1.8 | 0.0 | -1.9 | -0.3 | -3.1 | 3.4 | 2.9
COc1cccc(CCNC(=O)C2CCC(=O)N(C3CC3)C2)c1OC (stereo unspecified) | -2.9 | 2.5 | -4.3 | -0.2 | -2.4 | 0.2 | -2.5 | 6.1 | -11.4 | 1.9
CC(=O)N/C(=C/c1ccccc1)C(=O)NC(Cc1ccccc1)C(=O)O (stereo unspecified) | 0.0 | 13.8 | -2.4 | 2.1 | -3.1 | -1.8 | -1.4 | -1.8 | 1.0 | 0.2
O=C(Nc1ccc(F)c(Cl)c1)c1cc(C2CCCN(C(=O)C3CC3)C2)on1 (stereo unspecified) | 0.7 | . | -0.1 | 1.9 | -3.1 | -1.6 | 0.7 | 4.6 | -4.9 | 5.4
COc1ccc(C(=O)COc2ccc(C)cc2NC(C)=O)cc1 | -4.7 | . | 3.9 | 4.6 | 2.2 | 0.8 | 2.0 | 0.6 | 0.8 | -1.4
COCc1cc(N2CCNC[C@H]2C)ccc1N1CCN(Cc2ccccc2)[C@@H](C)C1 | 6.5 | . | -7.5 | 10.9 | -1.7 | -0.8 | -0.9 | 3.1 | -1.3 | 5.0
O=C(Nc1ccccc1Cc1ccccc1)c1ccccc1NS(=O)(=O)c1ccc(Cl)s1 | 91.2* | -87.0 | -1.5 | -92.5 | 2.7 | 0.0 | -0.3 | 5.1 | 0.9 | 2.4
CC(C)(C)c1cc(NC(=O)CSc2nnc(N)s2)n(-c2ccccc2)n1 | 2.1 | -3.2 | 0.7 | -1.0 | 3.5 | -0.1 | -5.8 | -5.3 | 6.5 | 0.7
CCOC(=O)c1coc(CNC(=O)c2c(C)oc3c2CCCC3)c1 | -0.5 | -0.8 | -0.2 | 4.1 | 1.9 | 0.6 | 0.6 | 6.9 | -0.1 | -1.1
Cc1noc(C)c1CSCC(=O)N(C)CC(=O)Nc1cccc(F)c1 | -0.8 | -0.5 | -2.8 | -0.8 | -0.7 | -3.2 | -0.1 | 3.1 | -6.0 | -0.7
CC1CCN(C(c2ccc(N(C)C)cc2)c2nnnn2Cc2ccc(F)cc2)CC1 (stereo unspecified) | 0.0 | -4.9 | -1.8 | -0.2 | -5.6 | -0.5 | -0.1 | 1.1 | -8.7 | 1.5

One compound at a time (already shown). Values in the order: rCAG binder, HTRA1 inh, Rev-erbA mod, mABHD4 FP, LEDGF integ inh, PG9 binder, UHRF1 MBD2 ctr, MBD2 DNA inh, TCR-CD3 inh, PRMT1 inh
`CCOC(=O)c1coc(CNC(=O)c2c(C)oc3c2CCCC3)c1` is listed with -0.5, -0.8, -0.2, 4.1, 1.9, 0.6, 0.6, 6.9, -0.1, -1.1
`CC(C)(C)c1cc(NC(=O)CSc2nnc(N)s2)n(-c2ccccc2)n1` is listed with 2.1, -3.2, 0.7, -1.0, 3.5, -0.1, -5.8, -5.3, 6.5, 0.7

Source: PubChem
